IL-2 act: activators of IL-2 | actives 0.065% (n = 360,000) | activation, % (series mostly up to about 46 µM) | IL-2 activation reporter assay, cell-based qHTS; stimulated with anti-CD3/CD4/CD28 beads; in transgenic mouse T cells; in the data active = activation above about 50%; inconclusive = mostly about 30% to 49%; also: 0% is about no effect
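Quantitative HTS in unstimulated transgenic mouse T cells, with memory T cells as non-tolerant control and PMA/ionomycin as tolerance-bypass control. Compound pretreatment lasted 60 minutes before 18 h bead stimulation; EGFP/DsRed fluorescence read.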
HEK293 tox: cytotoxic in the GLP-1 receptor inverse agonist counter-screen; AID 624418; Potency, µM (highest dose often 38.3 µM), without a hit: at the top dose activity change, negative = inhibition, actives largely listed as inhibitors; actives 0.13% (n = 410,000); HEK293 cAMP-luciferase reporter cells, luminescence, 24 h;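 also: loss of luciferase light is scored as toxicity; potency is read from the fitted curve at half-maximal effect; % is scaled to controls: 0 for no effect and ±100 for the full control effect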
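Step one: seed cells (200 cells/uL, DMEM with 10% Nu serum, 1% pen-strep). Step two: 12-hour incubation at 37 deg C. Step three: pin 23 nL compound, incubate 24 hr. Step four: add luciferase reagent, read luminescence 12 min later.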
PLK1 PBD block: inhibitors of human PLK1 polo-box domain binding. AID 720504. actives 2.8% (n = 360,000). Potency, µM, for inactives: max response, negative = inhibition, most hits filed as inhibitors. Plk1 PBD binding of FITC phosphopeptide, fluorescence polarization; also: potency is read from the fitted curve at half-maximal effect; series mostly up to about 57 µM; % is scaled to controls: 0 for no effect and ±100 for the full control effect; nearly all actives have a fitted effect of over 65% in size
EPAC1 antag: blocks human EPAC1 exchange factor; Potency, µM (top dose mostly 115 µM), for inactives: at the top dose activity change, negative = inhibition, most hits filed as inhibitors; actives 0.14% (n = 360,000); O95398; EPAC1 GEF assay, Rap1b-BODIPY-GDP exchange fluorescence;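 also: potency is read from the fitted curve at half-maximal effect; plate controls were vehicle for no effect and positive control for full effect; nearly all actives have a fitted effect of over 50% in size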
Target sequence (O95398 whole entry, looked up): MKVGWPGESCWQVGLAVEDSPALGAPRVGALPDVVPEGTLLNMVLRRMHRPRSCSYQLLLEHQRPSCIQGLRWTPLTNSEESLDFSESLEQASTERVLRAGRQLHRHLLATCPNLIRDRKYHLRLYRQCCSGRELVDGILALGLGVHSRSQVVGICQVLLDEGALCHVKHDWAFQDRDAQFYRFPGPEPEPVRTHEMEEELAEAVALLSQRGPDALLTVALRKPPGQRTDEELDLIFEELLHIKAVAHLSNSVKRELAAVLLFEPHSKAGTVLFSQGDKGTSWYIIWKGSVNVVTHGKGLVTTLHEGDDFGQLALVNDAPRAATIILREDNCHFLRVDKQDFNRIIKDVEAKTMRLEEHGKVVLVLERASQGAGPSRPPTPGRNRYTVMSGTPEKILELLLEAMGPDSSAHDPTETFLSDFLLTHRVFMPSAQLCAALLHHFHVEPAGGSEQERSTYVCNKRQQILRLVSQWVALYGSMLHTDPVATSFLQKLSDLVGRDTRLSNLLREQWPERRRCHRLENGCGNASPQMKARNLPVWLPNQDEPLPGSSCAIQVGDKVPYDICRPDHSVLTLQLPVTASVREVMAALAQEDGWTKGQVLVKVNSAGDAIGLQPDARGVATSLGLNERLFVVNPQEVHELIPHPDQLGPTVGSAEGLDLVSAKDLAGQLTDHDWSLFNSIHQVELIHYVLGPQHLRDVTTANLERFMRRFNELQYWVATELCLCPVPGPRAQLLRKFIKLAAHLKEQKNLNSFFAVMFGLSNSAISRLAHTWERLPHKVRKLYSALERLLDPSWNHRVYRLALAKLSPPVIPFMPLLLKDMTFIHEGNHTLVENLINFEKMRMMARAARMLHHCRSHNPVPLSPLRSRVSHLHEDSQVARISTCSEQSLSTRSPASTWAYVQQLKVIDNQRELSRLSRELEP
PI5P4Ka inh: blocks human PI5P4K alpha kinase activity | AID 652105 | max response, % | P48426 | PI5P4Kalpha enzyme, ADP-Glo luminescence, 60 min; stronger effect = lower value | actives 1.2% (n = 330,000); active = max response of -50% or lower; inconclusive = between -30% and -50%; inactive = -30% or higher; also: value at the top dose of about 77 µM; % is scaled to controls: 0 for no effect and ±100 for the full control effect
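Single end-point luminescence (ADP-Glo) quantified ADP from PI5P4Kalpha turnover; ATP 5 microM final, 1 h at RT, 0.1% CHAPS and 0.28 mM EGTA in HEPES pH 7.4.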
PTHR1 agonist: agonists of human PTHR1 parathyroid hormone receptor; HEK293 GP2 PTHR1 cells, GloSensor cAMP luminescence, 1 h; actives 0.075% (n = 410,000); AID 743266; Potency, µM (doses to about 115 µM), without a hit: at the top dose activation, most hits filed as activators; Q03431; also: potency is read from the fitted curve at half-maximal effect; nearly all actives have a fitted effect of over 55% in size; some results filed as inactive show a strong effect at the top dose; inactives centre near -15; many of its hits are not listed in these tables
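HEK-293-derived GP2 cells expressing PTHR1 and a GloSensor cAMP reporter, 3,000/well, plated overnight, given luciferin plus IBMX (each 0.5 mM as added) for 1 h at 37 °C, then compound for 1 h at 37 °C. Luminescence was read after 15 min at room temperature.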
EPAC1 ag: agonists of human EPAC1 | EPAC1 agonist qHTS, biochemical assay; response scale: 100% = response to 6.5 mM cAMP | Potency, µM (series often up to 154 µM), without a hit: at the top dose activation, usual class: activators | actives 0.073% (n = 360,000) | AID 720707; also: potency is read from the fitted curve at half-maximal effect; nearly all actives have a fitted effect of over 60% in size
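Nucleotide exchange by EPAC1 (100 nM) on Rap1B–BODIPY-GDP (250 nM) in the presence of 50 uM GDP is tracked fluorescently at 480/540 nm over 30 min. Signals are normalized to a 6.5 mM cAMP control.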
GLP-1R agonist: agonists of human GLP-1 receptor; Potency, µM (doses to about 45.6 µM), without a hit: at the highest dose activation, usual class: activators; actives 0.007% (n = 380,000); HEK293 GLP-1R CRE-luciferase, luminescence, 4-6 h; cells express a hypersensitive GLP-1R form; AID 624172; P43220; also: potency is read from the fitted curve at half-maximal effect; % of control where 0% means no effect
GLP1R inv ag: inverse agonists of human GLP-1 receptor; P43220; HEK293 GLP-1R CRE-luciferase, luminescence, 24 h; GLP-1R form is constitutively active; Potency, µM (doses to about 38.3 µM), for the others: top-dose activity change, negative = inhibition, most hits filed as inhibitors; actives 1.6% (n = 410,000); AID 624417; also: potency is read from the fitted curve at half-maximal effect; % is scaled to controls: 0 for no effect and ±100 for the full control effect; nearly all actives have a fitted effect of over 55% in size
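HEK293 cells stably co-expressing a cAMP-responsive luciferase reporter and constitutively active GLP-1R were seeded, incubated 12 h, then exposed to compounds for 24 h at 37 C. Luminescence was read 12 min after detection reagent; inverse agonists lower signal.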
The depositor's hits bear a star; i = inactive; u = inconclusive; x = no result given; & = joins results of further samples; [ ] = dose if it differs, or a comment. Unless noted, calls follow the shape of the dose curve; as a rule, active = well fitted curve in the direction sought with a large enough effect; inconclusive = small, poorly fitted or top-dose-only effect, or another doubt; inactive = no such curve, though single readings can be large; an effect the other way counts as inactive or inconclusive. Not all compounds are listed. The share of hits here may be higher or lower than overall.

SMILES	IL-2 act	HEK293 tox	PLK1 PBD block	EPAC1 antag	PI5P4Ka inh	PTHR1 agonist	EPAC1 ag	GLP-1R agonist	GLP1R inv ag
COc1ccc([C@H]2CC(=O)C=C(c3ccc4c(c3)sc3ccccc34)C2)cc1	-0.4	-11%	-8%	-4%	-5	i	1%	6%	-17%
CC1(C)NC(=O)N(CC(=O)Nc2nc(-c3ccc(F)cc3)cs2)C1=O	-0.3	-8%	-1%	3%	-4	-7%	-7%	0%	-7%
COc1ccc(-n2ccc3ccccc32)cc1	0.5	-14%	-26%	-22%	14	-18%	0%	19%	u
Cc1cc(C)n(C2CC(=O)N(c3ccc(Cl)c(Cl)c3)C2=O)n1 (stereo not given)	-1.1	-4%	-2%	-21%	-4	0%	-8%	4%	21%
COc1cc(NC(=O)COc2ccc(Cl)cc2)ccc1NC(=O)C(C)C	-3.7	-7%	-19%	-13%	-2	i	4%	23%	6%
O=C(CN1C(=O)NC2(CCCC2)C1=O)Nc1ccc(F)cc1	-3.5	-10%	0%	1%	0	-6%[57.5 µM]	-5%	-6%	0%
CC(C)Oc1ccc(C2CCC(=O)NC2=O)cc1 (stereo not given)	0.3	-14%	u	2%	-7	7%	2%	1%	25%
CC(=O)NC(Cc1c[nH]c2ccccc12)C(=O)N1CCc2ccccc2C1 (stereo not given)	-1.1	9%	-6%	-14%	-4	-5%[57.5 µM]	0%	0%	-21%
Cc1nc(SCC(=O)N(C)C2CCS(=O)(=O)C2)c2ccccc2n1 (stereo not given)	-0.3	5%	-18%	-37%	8	-95%[inhibitor]	0%	0%	-23%
CCOc1ccc(NC(=O)CN(C)C(=O)c2ccc(C)o2)cc1OCC	-2.7	-1%	3%	5%	-6	i	2%	1%	21%
O=C(CN1CCN(c2ccccc2O)CC1)Nc1ccc2c(c1)CCC2	-2.5	-12%	-13%	-12%	0	-11%	7%	10%	u
COc1ccccc1OCCCn1cc(C#N)c2ccccc21	0.0	7%	-5%	-3%	0	-10%	22%	4%	u
Cc1cc(C)cc(C(=O)NC(CC(N)=O)c2ccc(NC3CCCCCCC3)c([N+](=O)[O-])c2)c1 (stereo not given)	0.6	-5%	11%	12%	-3	i	-2%	-3%	9%
O=C(CS(=O)(=O)c1cccc2nsnc12)Nc1ccccc1Cl	x	3%	x	x	x	i	x	-4%	7%
CCOC(=O)c1sc(NC(=O)C2CC(=O)N(c3ccccc3C)C2)nc1C (stereo not given)	0.3	-3%	-8%	-18%	1	i	-4%	16%	2%
COc1ccc(N2CCN(C(=O)CCc3c(C)nc4cc(-c5cccc(F)c5)nn4c3C)CC2)cc1	x	11%	x	x	x	-18%	x	0%	0%
COc1ccc(NS(=O)(=O)c2cc(NC(=O)c3ccc(=O)[nH]c3)ccc2N2CCOCC2)cc1	0.6	-18%	u	-12%	-13	12%	4%	10%	12%
COc1ccc2ccccc2c1CNCCN1CCOCC1	-0.4	-26%	5%	-5%	2	i	13%	-2%	4%
CCC(c1nnnn1C(C)(C)CC)N(CCCO)Cc1cc2cc(C)cc(C)c2[nH]c1=O (stereo not given)	1.1	-25%	-6%	-12%	2	-1%	1%	7%	-11%
COc1ccc(C(C(=O)NC2CCCC2)N(CCN2CCOCC2)C(=O)c2ccc(OC)c(OC)c2)cc1 (stereo not given)	2.4	-10%	0%	6%	x	2%[57.5 µM]	1%	0%	3%
O=C(O)c1cc2c(cc1Cl)N1CCCCCC1=NS2(=O)=O	1.7	6%	-2%	-5%	4	i	2%	-12%	8%
COC(=O)C1CCN(C(=O)c2c(-c3ccccc3Cl)noc2C)CC1	0.2	2%	-1%	-11%	-3	i	10%	0%	-7%
COc1ccc(CCN(C(=O)c2snc(C(N)=O)c2N)C(C(=O)NCC2CCCO2)c2ccc(F)cc2)cc1OC (stereo not given)	-3.0	0%	-4%	6%	3	-17%	-17%	2%	-15%
C=CCNC(=O)/C(C#N)=C/c1ccccc1[N+](=O)[O-]	8.9	-19%	-1%	24%	5	-25%	5%	0%	-16%
Cc1ccsc1C1C(C#N)=C(N)N(N(C)C)C2=C1C(=O)CCC2 (stereo not given)	-3.1	10%	-1%	-20%	3	i	-5%	1%	-4%

Looked up one by one from the entries so far, 3 records:
SMILES	IL-2 act	HEK293 tox	PLK1 PBD block	EPAC1 antag	PI5P4Ka inh	PTHR1 agonist	EPAC1 ag	GLP-1R agonist	GLP1R inv ag
COc1ccc(-n2ccc3ccccc32)cc1	0.5	-14%	-26%	-22%	14	-18%	0%	19%	u
COC(=O)C1CCN(C(=O)c2c(-c3ccccc3Cl)noc2C)CC1	0.2	2%	-1%	-11%	-3	i	10%	0%	-7%
O=C(CN1CCN(c2ccccc2O)CC1)Nc1ccc2c(c1)CCC2	-2.5	-12%	-13%	-12%	0	-11%	7%	10%	u

(further entries)
SMILES	IL-2 act	HEK293 tox	PLK1 PBD block	EPAC1 antag	PI5P4Ka inh	PTHR1 agonist	EPAC1 ag	GLP-1R agonist	GLP1R inv ag
Cc1ccc(NC(=O)CCCNC(=O)c2ccc(Cl)cc2)c(Br)c1	-3.4	4%	3%	-3%	16	-12%	-5%	11%	-21%
COc1ccc(N2C(=O)C(Cl)=C(N3CCCC(C)C3)C2=O)cc1 (stereo not given)	-1.4	-8%	-9%	1%	13	-16%[57.5 µM]	0%	-6%	8%
COc1ccc(-n2cnnc2SCC(=O)Nc2cc(S(=O)(=O)N3CCCCC3)ccc2C)cc1	1.1	12%[1.53 µM]	1%	24%	-4	-2%	0%	-4%	-8%
CO[C@@H]1CN(C)C(=O)c2ccc(NC(=O)C3CCCC3)cc2OC[C@@H](C)N(Cc2ccc(F)cc2)C[C@H]1C	-0.3	-19%	-7%	-9%	-5	4%	-7%	x	u
N#C/C(=C\c1ccc(OCc2ccccc2)cc1)C(=O)Nc1nc2c(s1)CCN(Cc1ccccc1)C2	-1.2	5%	12%	5%	-14	-10%	-4%	-24%	2%
CC(C)C(=O)Nc1c(C(=O)c2ccc(F)cc2)oc2ccccc12	1.6	3%	-15%	2%	18	i	-18%	8%	8%
CC(C)C[C@H]1CN=C(Nc2ccccc2)N1CC1CCCCC1	-3.0	-17%	-13%	4%	-5	i	-2%	-1%	-3%
Cc1cc2ccccc2n1CCNC(=O)C1CCCCC1	-2.8	-3%	-2%	u	2	i	-11%	-3%	u
CC(C)C(=O)Nc1cccc(S(=O)(=O)c2cccc(NC(=O)C(C)C)c2)c1	-0.2	50%[activator]	-5%	-12%	1	-89%[inhibitor][57.5 µM]	-1%	2%	-3%
CC(C)c1ccc(S(=O)(=O)c2ccc(NN)cc2)cc1	-0.1	-24%	-28%	-3%	-7	-5%	-3%	11%	-56%
CC(C)CN1CCC(=O)N([C@H](COc2ccccc2)c2ccccc2)CC1	-0.3	u	-6%	-10%	3	i	-7%	0%	u
O=C(O)C1CC1(c1ccccc1)c1ccccc1 (stereo not given)	1.5	-4%	-3%	-6%	-2	i	-7%	-2%	6%
Cc1ccc(C(=O)NC2CC(C)(C)NC(C)(C)C2)cc1	0.0	-4%	-6%	-11%	2	-3%	14%	9%	13%
COc1ccc(C(=O)NCc2nnc(SCC(=O)N3CCC(C)CC3)o2)cc1	-3.0	18%	-3%	0%	2	i	-5%	1%	-9%
COc1cc2c(cc1NC(=O)c1ccccc1-c1ccccc1C(=O)O)-c1ccccc1C2	1.4	-21%	42µM*	-9%	-1	-18%	2%	-2%	u
O=C(NC1CCCCNC1=O)c1ccccc1 (stereo not given)	-0.9	7%	4%	-6%	-6	i	-1%	5%	4%
Cc1c(C)c(C)c(S(=O)(=O)N2CCSCC2)c(C)c1C	-0.1	u	0%	6%	3	-30%[inhibitor]	11%	-6%	-15%
COc1ccnc(Oc2ccc(C)cc2C)c1C#N	-1.3	u	-1%	2%	x	i	2%	22%	0%
CCC(=O)Nc1ccc(C(=O)Cn2ncc(Cl)c(Cl)c2=O)cc1	-0.7	-7%	-12%	u	-56*	-30%	-6%	-11%	u
Cc1ccc2nsnc2c1NC(=O)COc1ccccc1	-0.4	1%	2%	-17%	-1	i	-1%	1%	11%
Cc1nn(CC(=O)Nc2ccc(Cl)cn2)c(C)c1[N+](=O)[O-]	-2.0	20%	-8%	8%	0	-24%	3%	2%	-6%
Cn1c(Oc2ccc(F)cc2)c(C=O)c2ccccc21	-3.5	-12%	-1%	-7%	3	-17%	-1%	5%	10µM*
CC1Sc2ccc(S(=O)(=O)CCC(=O)N3CCN(c4ccccc4F)CC3)cc2NC1=O (stereo not given)	-3.2	-9%	-23%	-1%	0	-31%[inhibitor]	-12%	0%	u
COc1ccc(NC(=O)CN2C(=O)COc3ccc(S(=O)(=O)N4CCOCC4)cc32)cc1	-2.4	-3%&-4%	-11%	-6%	1	-38%[inhibitor]	10%	0%	4%&10%
COc1cccc(-n2cc(CN(C)Cc3nc(Cc4cccc(F)c4)no3)cn2)c1	0.4	-6%	-17%	-15%	4	-22%	2%	0%	10µM*
New compounds follow
SMILES	IL-2 act	HEK293 tox	PLK1 PBD block	EPAC1 antag	PI5P4Ka inh	PTHR1 agonist	EPAC1 ag	GLP-1R agonist	GLP1R inv ag
COCCNc1nc2c(c(=O)n(C)c(=O)n2C)n1Cc1cccc(C(F)(F)F)c1	-0.2	-9%	-6%	-5%	-3	-20%[57.5 µM]	-2%	1%	-3%
Cc1cccc(C)c1Nc1nnc(SC/C(O)=C(\C#N)c2nc3ccccc3[nH]2)s1	4.0	18%	-19%	u	-68*	-7%	-3%	-15%	-22%
N#C/C(=C\c1ccc(OC(=O)c2ccc(Cl)s2)cc1)c1nc2ccccc2[nH]1	-4.4	22%	-17%	8%	-17	i	u	-1%	59%[activator]
Cc1ccccc1C(=O)NNC(=O)c1ccc(Br)cc1	0.1	6%	-8%	-25%	-1	-39%	2%	5%	-1%
O=C(/C=C/c1cccc(F)c1)NCCCn1ccnc1	-3.8	-1%	8%	-4%	4	i	0%	7%	-23%
CC1CCN(C(=O)C(=O)Nc2sc3c(c2C(N)=O)CC(C)(C)OC3)CC1	-0.4	-4%	-13%	-10%	3	-8%	7%	-4%	2%
